Assay outcomes deposited in PubChem BioAssay by NCI.
All columns: NCI-60 one-dose screen, growth in % after 48 h at 10 µM unless noted; 100 = growth as untreated, 0 = no growth, -100 = all killed.
KM12: KM12 colon cancer cells. 82,000 tested, 5% active. AID 1794800
PC-3: PC-3 prostate cancer cells | 80,000 tested, 3.9% active | AID 1794754
OVCAR-3: OVCAR-3 ovarian cancer; 79,000 tested, 7% active
OVCAR-8: OVCAR-8 ovarian cancer; 81,000 tested, 4.4% active
SW-620: SW-620 colon cancer; 82,000 tested, 5.2% active
HCC-2998: HCC-2998 colon cancer. AID 1794799. 79,000 tested, 4.7% active
DU-145: DU-145 prostate cancer | AID 1794760 | 81,000 tested, 4.2% active
OVCAR-4: OVCAR-4 ovarian cancer cells. 80,000 tested, 3.7% active
OVCAR-5: OVCAR-5 ovarian cancer. 82,000 tested, 2.9% active
The depositor's hits bear a star; / = not tested or not shown; & = joins results of further samples. The calls were made as follows: active = growth percent below 10; inactive = the rest.

mol	KM12	PC-3	OVCAR-3	OVCAR-8	SW-620	HCC-2998	DU-145	OVCAR-4	OVCAR-5
Cc1cc(O)c(C2=NN(c3ccc(S(N)(=O)=O)cc3)C(c3ccc(Cl)cc3)C2)c(C)c1Cl (stereo not drawn)	29	12	68	5.7*	49	66	49	59	95
O=C1C(Cl)C(c2ccc(Cl)cc2)N1n1cnnc1 (stereo not drawn)	96	93	95	99	95	101	102	97	102
O=C(Nc1ccc2c(c1)OCCO2)C(=O)c1c[nH]c2ccc(F)cc12	97	97	113	106	104	102	110	102	117
CCOC(=O)c1ccc2c(c1)ncn2-c1ccc(N)cc1	91	/	112	102	115	105	107	97	106
Nc1nc(-c2cccc(Br)c2)cc(-c2cc3ccccc3oc2=O)n1	99	122	100	97	105	/	111	/	106
Cc1nc(=O)c2c3ccc(O)cc3sc2n1Cc1ccccc1	100	88	113	97	99	103	104	94	100
COc1cccc(CC(=O)O)c1OC	101	100	109	97	106	102	100	109	120
O=C(c1ccccc1)C(CCc1ccccn1)CCc1ccccn1	109	87	103	109	107	97	101	111	100
Cc1nn(-c2ccccc2)c(N2CCCCC2)c1-c1nc2ccc([N+](=O)[O-])cc2[nH]1	88	76	97	94	95	120	105	81	96
CC(C)(C(=O)O)c1ccccc1	99&113	87&97	108&118	100&105	99&107	102&103	114&117	97&112	98&83
Cc1c(Cl)ccc2c1NC(=O)C21C2C(=O)N(c3ccccc3)C(=O)C2C2CN(C(=O)OCc3ccccc3)CCN21 (stereo not drawn)	60	33	70	63	79	57	80	60	73
N#Cc1c(NC(=O)c2ccccc2)nn2c3c(cnc12)CCCC3	102	97	106	101	107	106	110	106	99
CN1CCCC1c1cccnc1 (stereo not drawn)	104	49	117	111	108	/	110	104	-6.4*
CN(N=Nc1ccccc1C(=O)O)C1CCCCC1	103&106	107&101	108&107	101&105	108&108	100	111&106	101&97	107&113
COc1ccc2cc(O)ccc2c1	116	95	127	95	107	110	120	98	106
COC(=O)[C@]12CC[C@@H](/C(C)=N/O)[C@@H]1[C@H]1CC[C@@H]3[C@@]4(C)CC/C(=N/O)C(C)(C)[C@@H]4CC[C@@]3(C)[C@]1(C)CC2	80	69	78	94	90	75	92	68	91
O=C1C=C(c2ccccc2)C(c2ccccc2)C1O (stereo not drawn)	108	91	114	103	105	112	109	106	105
CCC(CC)(c1ccccc1)C(O)c1ccccc1 (stereo not drawn)	109	95	109	108	102	/	114	102	90
Cc1ccc(C)n1-c1ccsc1C(=O)NNC(=O)C(Cl)(Cl)Cl	107	98	111	104	108	122	108	109	115
O=C(Nc1cccc(-n2cc(-c3ccncc3)c(-c3ccc(O)c(Cl)c3)n2)c1)Nc1ccc(Cl)c(C(F)(F)F)c1	-25*	-23*	-21*	-45*	9.0*	15	4.7*	-5.5*	39
CCOC(=O)CC1(C)c2nc(NC(C)=O)sc2Cc2sc(NC(C)=O)nc21	110&102	98&96	125&110	102&96	107&108	120&103	103&103	103&129	131&104
Nc1cc(OCc2ccccc2)ccc1OCc1ccccc1	107	98	109	103	110	106	110	101	104
CC(=O)OCCCCCCl	102	84	110	98	100	108	109	99	105
C#C[C@]1(O)CC[C@H]2[C@@H]3CC=C4c5sc(Nc6ccncc6)nc5CC[C@]4(C)[C@H]3CC[C@@]21C	-94*	1.9*	/	51	-37*	1.8*	21	60	39
Cc1ccc(/C=C2\SC(=S)N(CCC(=O)Nc3ncc(Cc4ccccc4)s3)C2=O)cc1	100	/	110	102	103	101	105	94	96
O=C1c2cccc3c(NCCO)ccc(c23)C(=O)N1c1cccc(-c2nn(-c3ccccc3)cc2-c2nc3ccccc3s2)c1	98	77	107	111	108	125	102	101	118
CC1=C(C)C(=O)C(Nc2cccc(C(=O)OC(C)(C)C)c2)=C(Cl)C1=O	99	77	101	93	89	99	103	80	106
CCc1nc(N)nc(N)c1-c1ccc(Cl)cc1	83	60	116	48	27	76	55	78	/
Cn1cc(-c2noc(-c3cn(C)c4ncccc34)n2)c2cc(Cl)ccc21	103	89	109	96	89	100	103	98	80
CCCCN(CCCC)C(=N)c1c(OC)cccc1OC	93	71	97	92	90	98	103	88	92
CC(=O)Oc1ccc(S(=O)(=O)c2ccc(OC(C)=O)c(C)c2)cc1C	100	91	97	99	91	107	105	98	111
Cc1cc(Br)ccc1-n1cc(C#N)c(N)c1C(=O)c1ccc(Br)cc1	107	103	115	106	117	110	119	114	114
CSc1nc(N)c(C(=O)N(c2ccccc2)c2ccccc2)s1	96	97	99	92	103	100	109	85	92
O=C(CCCCCN1CC(=O)N2[C@H](c3ccc(Br)cc3)c3[nH]c4ccccc4c3C[C@@H]2C1=O)NO	90	59	75	61	48	97	85	78	67
COc1cc(C2CC(c3cc(OC)c(OCCCOc4ccc(-n5c(/C=C/c6ccccc6)nc6ccccc6c5=O)cc4)c(OC)c3)=NO2)cc(OC)c1OC (stereo not drawn)	122	79	118	104	104	105	120	87	105
COc1ccc(-c2cc(Cc3cccs3)c(=O)n(CN3CCN(C)CC3)n2)cc1	115	/	106	103	101	103	122	100	109
N#C/C(=C\c1ccc(-c2ccc(Cl)c(Cl)c2)o1)c1nc(-c2ccco2)cs1	51	96	81	101	103	0.9*	114	38	56
C=CCOC(=O)CCCCC	106	100	114	112	111	99	118	96	118
O=C1C(=Nc2cccc(Cl)c2)CC(c2ccc(Cl)cc2)N1c1ccc(Cl)cc1 (stereo not drawn)	89	76	93	108	86	91	102	87	102
CCOC(=O)c1c(-c2ccccc2)c[nH]c1C	96	102	104	107	98	/	103	106	98
CN(C)c1ccc(/C=C/C#N)cc1	104	94	103	101	109	116	110	111	111
COC(=O)C1Sc2ccc3nsnc3c2NC1=O (stereo not drawn)	94	97	108	98	106	101	100	94	99
NC(N)=N/N=C/c1cccc2ccccc12	85	61	94	84	78	38	92	/	96
COc1cc[n+]([O-])cc1	116	104	128	92	115	/	117	106	97
CCOC(=O)c1ccc2c(c1N1CCN(Cc3ccccc3)CC1)N(O)ON2	92	86	103	96	102	116	105	105	89
NC(=O)c1cccc(-n2ccc3cc(NC(=O)c4cc(C(F)(F)F)cc(C(F)(F)F)c4)ccc32)n1	89	90	122	83	99	108	95	94	106
CCOC(=O)C1=C(c2ccccc2)N(C)C(=O)NC1c1ccc2c(c1)OCO2 (stereo not drawn)	111	105	117	104	99	106	114	99	102
CCOC(=O)CSC1=NC(c2cccc([N+](=O)[O-])c2)c2sc3ccc(Cl)cc3c2N1 (stereo not drawn)	100	91	99	101	105	117	109	105	101
COc1c2c(cc3c1C(C)=NC(C)C3)OCO2 (stereo not drawn)	105	/	112	101	107	114	117	107	93
CC12OC(CC(O)C1O)n1c3ccccc3c3c4c(c5c6ccccc6n2c5c31)C(=O)N(CCN1CCCC1)C4=O (stereo not drawn)	28	21	26	26	14	13	3.7*	28	41
O=C1NC(=O)C2(Cc3cccc4cccc2c34)N1 (stereo not drawn)	102	101	117	95	105	107	120	111	112
Fc1cc(-c2ncc(-c3cc(F)c(F)c(F)c3)c(NC3CCCCCC3)n2)cc(F)c1F	101	91	110	102	97	127	105	89	110
CC(=O)OCC1OC(OC(C)=O)C(NC(=O)NS(=O)(=O)c2ccc(CCNC(=O)c3ccc(Cl)cc3Cl)cc2)C(OC(C)=O)C1OC(C)=O (stereo not drawn)	102	102	107	103	101	102	108	102	112
CCc1ccc(C2=C(O)C(=O)C(c3ccccc3)=C(O)C2=O)cc1	122	95	140	108	107	109	104	96	97
CCOC(=O)c1ccc(NC(=S)NC(=O)c2cccc(NC(=O)C(C)C)c2)cc1	64	74	51	84	93	91	108	61	104
COc1cc(/C=N/NC(=O)C2CCC(=O)N2)ccc1O (stereo not drawn)	106	100	107	104	101	117	112	108	103
CCC/C=C(\C)C(C)(C#N)C(=O)OCC (stereo not drawn)	110	101	124	101	109	118	124	107	110
CC(=O)Nc1ccc2c(c1)Cc1cc(N3C(=O)C=CC3=O)ccc1-2	114	/	106	110	76	105	138	93	103
O=C(O)C(CCC(C(=O)O)c1ccccc1)c1ccccc1 (stereo not drawn)	113	102	122	106	109	105	112	109	109
O=C(CCN1C(=O)/C(=C/c2ccc(Cl)cc2)SC1=S)NCCCN1CCOCC1	104	/	105	92	100	105	106	102	103

(more compounds)
mol	KM12	PC-3	OVCAR-3	OVCAR-8	SW-620	HCC-2998	DU-145	OVCAR-4	OVCAR-5
N#Cc1c(-c2cccs2)cc(-c2ccncc2)[nH]c1=O	97	98	99	97	102	111	104	105	102
C#C[C@]1(O)CC[C@H]2[C@@H]3CC=C4c5sc(-c6ccc(Br)cc6)nc5CC[C@]4(C)[C@H]3CC[C@@]21C	101	119	116	100	103	112	100	111	98
O=[N+]([O-])c1ccc(N/N=C/c2ccc(O)cc2)nc1	88	106	97	101	119	97	99	96	110
O=C(CCC(=O)c1nc2ncccc2[nH]1)NN1C(=O)CSC1c1ccccc1Cl (stereo not drawn)	99	102	107	99	96	113	106	106	109
O=C(N1CCN(c2ccccc2)CC1)N1CCN(c2ccccc2)CC1	102	111	104	101	98	110	105	99	/
Oc1ccc2ccccc2c1Sc1ccc2ccccc2c1	91	78	100	81	105	105	110	105	113
Cc1cc(=O)oc2cc(OC(=O)N(c3ccccc3)c3ccccc3)ccc12	100	78	91	100	97	106	103	93	94
CC(=O)Oc1ccccc1C(=O)[Se]CC(=O)Nc1cccc(C(F)(F)F)c1	25	25	-12*	-47*	/	60	8.9*	40	-31*
CCOC(=O)c1[nH]c(=O)c2c(=O)[nH]c(-c3ccccc3)cc2c1O	96	101	93	102	99	97	100	98	101
c1ccc(Nc2nnc(Nc3ccccc3)s2)cc1	106	95	114	114	101	113	98	106	95
O=C1Nc2nc(=O)nc3[nH]c(=O)nc(n23)N1	105	98	112	97	107	107	109	101	98
CCOc1cccc(N(CCN(C)C)C(=O)C(c2ccccc2)c2ccccc2)c1	91	59	99	93	98	87	98	94	91
NC(N)=N/N=C\c1ccc(O)c(O)c1	102	88	108	109	109	102	112	109	109
O=C(Cn1cc(CSc2nc3ccccc3o2)nn1)Nc1ccccc1O	97	84	106	98	102	117	117	99	112
COc1ccc2c(c1)oc1c3[nH]c4ccccc4c3c3c(c21)C(=O)N(C(=O)OC(C)(C)C)C3=O	71	74	99	92	74	99	75	80	98

Rewritten with values under each structure: 2 of the compounds above
Each structure is followed by: KM12, PC-3, OVCAR-3, OVCAR-8, SW-620, HCC-2998, DU-145, OVCAR-4, OVCAR-5
CC(=O)Oc1ccccc1C(=O)[Se]CC(=O)Nc1cccc(C(F)(F)F)c1
→ 25, 25, -12*, -47*, /, 60, 8.9*, 40, -31*
O=C(N1CCN(c2ccccc2)CC1)N1CCN(c2ccccc2)CC1
→ 102, 111, 104, 101, 98, 110, 105, 99, /

Part of the list above in a different format.
Below each compound: KM12, PC-3, OVCAR-3, OVCAR-8, SW-620, HCC-2998, DU-145, OVCAR-4, OVCAR-5
- CCOC(=O)c1ccc(NC(=S)NC(=O)c2cccc(NC(=O)C(C)C)c2)cc1
→ 64, 74, 51, 84, 93, 91, 108, 61, 104
- COc1cc(/C=N/NC(=O)C2CCC(=O)N2)ccc1O (stereo not drawn)
→ 106, 100, 107, 104, 101, 117, 112, 108, 103
- CCC/C=C(\C)C(C)(C#N)C(=O)OCC (stereo not drawn)
→ 110, 101, 124, 101, 109, 118, 124, 107, 110
- CC(=O)Nc1ccc2c(c1)Cc1cc(N3C(=O)C=CC3=O)ccc1-2
→ 114, /, 106, 110, 76, 105, 138, 93, 103
- O=C(O)C(CCC(C(=O)O)c1ccccc1)c1ccccc1 (stereo not drawn)
→ 113, 102, 122, 106, 109, 105, 112, 109, 109
- O=C(CCN1C(=O)/C(=C/c2ccc(Cl)cc2)SC1=S)NCCCN1CCOCC1
→ 104, /, 105, 92, 100, 105, 106, 102, 103
- N#Cc1c(-c2cccs2)cc(-c2ccncc2)[nH]c1=O
→ 97, 98, 99, 97, 102, 111, 104, 105, 102
- C#C[C@]1(O)CC[C@H]2[C@@H]3CC=C4c5sc(-c6ccc(Br)cc6)nc5CC[C@]4(C)[C@H]3CC[C@@]21C
→ 101, 119, 116, 100, 103, 112, 100, 111, 98
- O=[N+]([O-])c1ccc(N/N=C/c2ccc(O)cc2)nc1
→ 88, 106, 97, 101, 119, 97, 99, 96, 110
- O=C(CCC(=O)c1nc2ncccc2[nH]1)NN1C(=O)CSC1c1ccccc1Cl (stereo not drawn)
→ 99, 102, 107, 99, 96, 113, 106, 106, 109
- O=C(N1CCN(c2ccccc2)CC1)N1CCN(c2ccccc2)CC1
→ 102, 111, 104, 101, 98, 110, 105, 99, /
- Oc1ccc2ccccc2c1Sc1ccc2ccccc2c1
→ 91, 78, 100, 81, 105, 105, 110, 105, 113
- Cc1cc(=O)oc2cc(OC(=O)N(c3ccccc3)c3ccccc3)ccc12
→ 100, 78, 91, 100, 97, 106, 103, 93, 94
- CC(=O)Oc1ccccc1C(=O)[Se]CC(=O)Nc1cccc(C(F)(F)F)c1
→ 25, 25, -12*, -47*, /, 60, 8.9*, 40, -31*
- CCOC(=O)c1[nH]c(=O)c2c(=O)[nH]c(-c3ccccc3)cc2c1O
→ 96, 101, 93, 102, 99, 97, 100, 98, 101
- c1ccc(Nc2nnc(Nc3ccccc3)s2)cc1
→ 106, 95, 114, 114, 101, 113, 98, 106, 95
- O=C1Nc2nc(=O)nc3[nH]c(=O)nc(n23)N1
→ 105, 98, 112, 97, 107, 107, 109, 101, 98
- CCOc1cccc(N(CCN(C)C)C(=O)C(c2ccccc2)c2ccccc2)c1
→ 91, 59, 99, 93, 98, 87, 98, 94, 91
